Compound activity: PubChem, National Center for Advancing Translational Sciences (NCATS)
FEN1 inh – human FEN1 inhibition; 390,000 compounds, 0.35% hits; Recombinant FEN1 flap cleavage, fluorescence, 15 min; Potency, µM (top dose mostly 114 µM), inactives show at the highest dose activity change, negative = inhibition, usual class: inhibitors; also: nearly all actives have a fitted effect of over 65% in size
Target sequence (P39748 whole entry, looked up): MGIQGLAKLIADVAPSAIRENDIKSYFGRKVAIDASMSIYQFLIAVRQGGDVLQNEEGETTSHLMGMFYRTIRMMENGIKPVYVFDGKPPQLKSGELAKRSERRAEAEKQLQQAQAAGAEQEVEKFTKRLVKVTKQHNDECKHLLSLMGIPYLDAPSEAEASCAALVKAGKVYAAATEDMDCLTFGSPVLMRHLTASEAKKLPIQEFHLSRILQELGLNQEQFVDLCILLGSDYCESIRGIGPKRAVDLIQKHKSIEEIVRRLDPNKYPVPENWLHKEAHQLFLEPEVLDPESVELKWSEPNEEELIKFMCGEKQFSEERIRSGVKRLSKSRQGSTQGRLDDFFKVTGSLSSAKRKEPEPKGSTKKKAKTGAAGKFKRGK
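In this screen, 50 nM flap DNA substrate was added to 10 nM FEN1 pretreated with compound for 15 min at room temperature; cleavage was followed with reads at 0 and 15 min, and Hill fitting gave concentration–response parameters.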
N370S GC mod – inhibitors or activators of N370S glucocerebrosidase for Gaucher disease; P04062; 330,000 compounds, 0.092% hits; N370S GC spleen homogenate, 4MU-glucoside fluorescence; Potency, µM (doses to about 59.4 µM), for inactives: at the top dose activity change, negative = inhibition, most hits filed as inhibitors;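 also: 0% = full enzyme activity and -100% = no enzyme basal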
DT40 TDP1 CPT – DT40-hTDP1 cell growth loss with CPT | chicken DT40 Tdp1-/-;hTDP1 cells + 20 nM CPT, ATP luminescence, 48 h | Potency, µM (highest dose often 46.2 µM), without a hit: at the highest dose activity change, negative = growth inhibition, actives largely listed as inhibitors | 420,000 compounds, 12% hits | AID 686979; also: nearly all actives have a fitted effect of over 55% in size
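Chicken DT40 Tdp1-/- cells complemented with human TDP1, 400 cells/well, exposed to compounds plus 20 nM camptothecin for at least 48 h at 37 C; viability read as ATP content by CellTiter-Glo luminescence.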
Active calls of the source: *; ? = inconclusive; · = no result given. Calls follow the shape of the dose curve; as a rule, active = well fitted curve in the direction sought with a large enough effect; inconclusive = small, poorly fitted or top-dose-only effect, or another doubt; inactive = no such curve, though single readings can be large; an effect the other way counts as inactive or inconclusive. Unless noted, % is scaled to controls: 0 for no effect and ±100 for the full control effect; potency is read from the fitted curve at half-maximal effect. Not all compounds are listed; rates above refer to the full screens.

#1 Cn1cccc1/C=N\NC(=O)C1COc2ccccc2O1 (stereo not drawn)
#2 CC(C)CC(NC(=O)OC(C)(C)C)C(=O)NCc1ccccc1 (stereo not drawn)
#3 Cc1cc(C)cc(Nc2cc(C(=O)NCCCN(Cc3ccccc3)C(C)C)c3ccccc3n2)c1
#4 CCCn1c(=N)n(CC(O)c2ccc(C)cc2)c2ccccc21 (stereo not drawn)
#5 O=C(Nc1ccc(Cl)cc1)N1CCSC1=NCc1ccccc1
#6 COc1ccc(-c2nnc(SC(C)C(=O)NCc3ccc4c(c3)OCO4)n2Cc2ccco2)cc1 (stereo not drawn)
#7 CCCCOC(=O)C1=C(C)Nc2nnnn2C1c1ccc(OC)c(OC)c1OC (stereo not drawn)
#8 CCOC(=O)c1c(CCl)nc2ccccc2c1-c1ccccc1

assay / entry	1	2	3	4	5	6	7	8
FEN1 inh	-21%	-10%	-14%	0%	-6%	-4%	-10%	12%
N370S GC mod	-4%	-3%	·	-28%	-4%	-2%	5%	4%
DT40 TDP1 CPT	13%	6%	3.3µM*	?	12%	?	?	13µM*

#9 CNC(=O)c1c(NC(=O)c2ccc(S(=O)(=O)N3CCCCC3)cc2)sc2c1CCN(C(C)C)C2
#10 CC(=O)c1sc(C(C)(C)C)cc1NC(=O)/C=C/C(=O)O
#11 CCCc1cc(=O)oc2cc(OCC(=O)NC(Cc3c[nH]c4ccc(O)cc34)C(=O)O)c(Cl)cc12 (stereo not drawn)
#12 O=C(Nc1ncccc1O)c1c(O)c2ccccc2[nH]c1=O
#13 CCN(C(=S)Nc1ccccc1F)C1CCCCC1
#14 COc1cc(/C=N/NC(=O)c2ccncc2)cc(OC)c1OC
#15 C(=N\Nc1nc2ccccc2[nH]1)/c1c[nH]c2ccccc12
#16 CCCCCCCCNC(=O)CC(NS(=O)(=O)c1ccc(NC(C)=O)cc1)C(C)C (stereo not drawn)

assay / entry	9	10	11	12	13	14	15	16
FEN1 inh	-13%	-12%	-22%	?	-12%	7%	?	13%
N370S GC mod	-12%	1%	4%	-5%	-5%	-4%	-10%	2%
DT40 TDP1 CPT	?	-27%	-2%	?	?	14%	?	-75%

#17 CC(C)C(NC(=O)CC12CC3CC(CC(C3)C1)C2)C(=O)O (stereo not drawn)
#18 CC1(C)C2CC[C@]3(C)C(CC=C4[C@@H]5C[C@@](C)(CO)[C@@H](O)C[C@]5(C(=O)O)CC[C@]43C)[C@@]2(C)CC[C@@H]1O (stereo partly drawn)
#19 CC(=O)c1ccc(C(=O)N2CCCC(Nc3ccc(C(C)C)cc3)C2)s1 (stereo not drawn)
#20 CCCCCC(=O)NNC1CC(=O)N(c2cccc(OCC)c2)C1=O (stereo not drawn)
#21 Cc1nnc(NC(=O)c2cc(-c3ccncc3)nc3c(C)cccc23)s1
#22 COc1ccc(N(Cc2cccs2)C(=O)c2ccc(C(C)(C)C)cc2)cc1
#23 CCCn1cc(CN2CCC(Cc3cccc(F)c3)(C(=O)OCC)CC2)c(C)n1
#24 Nn1c(Cc2ccccc2)n[nH]c1=S

assay / entry	17	18	19	20	21	22	23	24
FEN1 inh	1%	-13%	7%	0%	-22%	2%	13%	-4%
N370S GC mod	-4%	·	22%	6%	-5%	·	-21%	1%
DT40 TDP1 CPT	-10%	7%	?	8%	-7%	?	?	-4%

Compound profiles, as listed above. Order of screens: FEN1 inh, N370S GC mod, DT40 TDP1 CPT
`Cc1nnc(NC(=O)c2cc(-c3ccncc3)nc3c(C)cccc23)s1` reads -22%, -5%, -7%
`CCCn1cc(CN2CCC(Cc3cccc(F)c3)(C(=O)OCC)CC2)c(C)n1` reads 13%, -21%, ?
`COc1ccc(N(Cc2cccs2)C(=O)c2ccc(C(C)(C)C)cc2)cc1` reads 2%, ·, ?
`CCCCCC(=O)NNC1CC(=O)N(c2cccc(OCC)c2)C1=O` (stereo not drawn) reads 0%, 6%, 8%
`CC(C)C(NC(=O)CC12CC3CC(CC(C3)C1)C2)C(=O)O` (stereo not drawn) reads 1%, -4%, -10%

A different layout for part of the listing above.
Order of results – FEN1 inh | N370S GC mod | DT40 TDP1 CPT
[21] Cc1nnc(NC(=O)c2cc(-c3ccncc3)nc3c(C)cccc23)s1
→ -22% | -5% | -7%
[22] COc1ccc(N(Cc2cccs2)C(=O)c2ccc(C(C)(C)C)cc2)cc1
→ 2% | · | ?
[23] CCCn1cc(CN2CCC(Cc3cccc(F)c3)(C(=O)OCC)CC2)c(C)n1
→ 13% | -21% | ?
[24] Nn1c(Cc2ccccc2)n[nH]c1=S
→ -4% | 1% | -4%

Going on with the list:
#25 CC(=O)COC(=O)C1=NN(c2ccccc2)C(=O)CC1
#26 Cc1cc(C)cc(NC(=O)C2CCN(S(=O)(=O)c3cccc4nonc34)CC2)c1
#27 CCOC(=O)N1CCC(=NNc2ccnc3cc(Cl)ccc23)CC1
#28 COc1ccc2c(c1)N(C(=O)CN1C(=O)C3CCCCC3C1=O)C(C)(C)C=C2C (stereo not drawn)
#29 Cn1c(CN2CCOCC2)nnc1SCc1cccc(F)c1
#30 CCCN1CCN(c2ncnc3sc(C(=O)Nc4ccc(OC(F)(F)F)cc4)c(C)c23)CC1
#31 COC(=O)[C@H](CC(C)C)NC(=O)Nc1cccc(Br)c1
#32 O=C(CSc1nnc2scc(-c3ccccc3)n12)NCc1ccco1

assay / entry	25	26	27	28	29	30	31	32
FEN1 inh	-3%	-4%	-5%	-2%	-8%	?	1%	-1%
N370S GC mod	1%	·	-28%	6%	-8%	·	2%	-3%
DT40 TDP1 CPT	-1%	-21%	-19%	-11%	0%	?	-13%	5%

#33 Cc1ccc(Oc2nc(-c3ccccc3)ncc2S(C)(=O)=O)cc1
#34 O=C(O)COc1ccccc1/C=N/NC(=O)CSc1nnc(SCc2cccc3ccccc23)s1
#35 CC1CCN(C(=O)/C(=C/c2ccccc2Cl)c2ccccc2)CC1
#36 C/C(=N/NC(=O)c1nnn(-c2nonc2N)c1COc1ccccc1)c1ccccc1Cl
#37 N#Cc1ccccc1Cn1cc(C#N)c2ccccc21
#38 O=C(c1ccc(F)cc1F)N1CCCc2ccccc21
#39 Nc1nnc(CC(c2ccccc2)c2ccccc2)s1
#40 Cc1ccc(Cn2nnc(C(=O)Nc3cccc(C)c3C)c2N)cc1

assay / entry	33	34	35	36	37	38	39	40
FEN1 inh	10%	15%	-19%	-2%	-7%	19%	-17%	2%
N370S GC mod	-17%	28%	?	10%	23%	-13%	15%	6%
DT40 TDP1 CPT	-13%	-7%	?	?	-6%	-30%	1%	?

As entered above.
FEN1 inh with entry 35 stands at -19%
N370S GC mod with entry 36 stands at 10%
FEN1 inh with entry 34 stands at 15%

Next entries
#41 Cc1cccc(NC(=S)/N=C(\N)Nc2nc(C)c3ccccc3n2)c1
#42 O=C(NC(=S)Nc1c(F)cc(F)cc1Br)c1ccc2c(c1)OCCO2
#43 COc1ccc(S(=O)(=O)N2CCN(Cc3cccnc3)CC2)cc1
#44 Cc1ccc(O)c(CNc2nc3ccccc3n2C)c1
#45 O=C(COc1ccc(Br)cc1F)Nc1nnc(C2CC2)s1
#46 Cc1ccc(C(=O)CSc2nc3ccccc3c(=O)n2N)o1
#47 Cc1ccc(CONC(=O)c2ccc(C)cc2)cc1
#48 CC(C)c1cc(-c2n[nH]c(=S)n2Cc2ccccc2)cs1

assay / entry	41	42	43	44	45	46	47	48
FEN1 inh	1%	0%	-5%	2%	-6%	1%	-7%	-10%
N370S GC mod	15%	9%	-4%	6%	·	2%	·	18%
DT40 TDP1 CPT	18µM*	-18%	4%	?	6%	-20%	-14%	-6%

#49 CC1(C)CC(=O)C2=C(C1)N(c1ccc(F)cc1)C(=O)CC2c1ccccc1 (stereo not drawn)
#50 COc1ccccc1Nc1nc(N)nc(CN2CCN(c3ccccc3F)CC2)n1
#51 O=S(=O)(c1cccc(NC(=S)NCc2ccco2)c1)N1CCOCC1
#52 CC(=O)Oc1ccc(C(=O)Nc2cccnc2)cc1
#53 CCCCN(CC)CCNc1c(N2CCN(C(=O)OCC)CC2)c(=O)c1=O
#54 COc1ccc(-n2c(C)nc3sc4c(c3c2=O)CCC4)cc1
#55 Cc1noc(C)c1CSCC(=O)Oc1ccc(N(C)S(=O)(=O)c2ccccc2)cc1
#56 COc1ccc(C(=O)NCc2cc(C)nc3ccccc23)cc1OC

assay / entry	49	50	51	52	53	54	55	56
FEN1 inh	-5%	-9%	-2%	6%	8%	-3%	-5%	6%
N370S GC mod	2%	-17%	?	-4%	2%	-3%	-8%	3%
DT40 TDP1 CPT	-6%	?	1%	?	-17%	-17%	-9%	?

#57 CCOC(=O)C1=C(c2ccccc2)NC(SC)=C(C#N)C1c1cccnc1 (stereo not drawn)
#58 CCn1c2ccccc2c2cc(NC(C)=O)ccc21
#59 Cc1ccc2c(=O)cc(C(=O)Nc3sc4c(c3C(=O)NCC3CCCO3)CCC4)oc2c1 (stereo not drawn)
#60 Cc1ccc(Cl)cc1NC(=O)C(C)n1nnc2sc(-c3ccccc3)cc2c1=O (stereo not drawn)
#61 CC(NCc1cccc(S(=O)(=O)N(C)C)c1)c1ccc(F)cc1 (stereo not drawn)
#62 CCC1S/C(=C(\C#N)C(=O)NCc2ccco2)N(c2ccc(Br)cc2)C1=O (stereo not drawn)
#63 CC(C)c1ccc(OCCCCN2CCCCC2)cc1
#64 O=C(O)C1CCN(S(=O)(=O)c2ccc(N3CCC(O)CC3)c([N+](=O)[O-])c2)CC1

assay / entry	57	58	59	60	61	62	63	64
FEN1 inh	1%	-10%	-2%	?	-9%	11%	3%	3%
N370S GC mod	-16%	-1%	·	·	-20%	4%	-14%	10%
DT40 TDP1 CPT	0%	15%	-15%	-17%	-6%	?	?	6%

#65 CCOC(=O)c1sc(=S)n(CC)c1NC(=O)c1ccccc1
#66 O=C(CCc1ccc(S(=O)(=O)NCc2ccccc2)cc1)NCc1ccc2c(c1)OCO2
#67 CC(C)c1ccc(CN2CCC(C(=O)NCc3cccnc3)CC2)cc1
#68 CCOc1cc(/C=N/N2CCOCC2)ccc1OCc1ccc(C(=O)OC)o1
#69 N#C/C(C(=O)Nc1ccc(Cl)cc1)=C(/S)Nc1ccccc1
#70 COc1cccc(NC(=O)COC(=O)CCCc2c[nH]c3ccccc23)c1
#71 COc1cc(CNc2ccc3[nH]c(=O)[nH]c3c2)ccc1OCC(=O)NC(C)(C)C
#72 O=C(NCCCC1CCCC1)C1CCC(=O)N(Cc2cccc(F)c2)C1 (stereo not drawn)

assay / entry	65	66	67	68	69	70	71	72
FEN1 inh	1%	4%	2%	1%	?	-25%	-1%	14%
N370S GC mod	-5%	?	6%	-15%	7%	5%	-8%	-2%
DT40 TDP1 CPT	-2%	-23%	-18%	3%	15µM*	-9%	?	?

#73 CC(C)CCNC(=O)CCn1nc(-c2ccc(Cl)cc2)ccc1=O
#74 O=C1COc2ccc(C(=O)COC(=O)c3cc(S(=O)(=O)N4CCOCC4)ccc3F)cc2N1
#75 O=C(c1ccc(Br)o1)N1CCCc2ccccc21
#76 CCOC(=O)N1CCC(NC(=O)c2sc(-n3cccc3)nc2C)CC1
#77 O=C(N/N=C/c1sc(N2CCOCC2)nc1-c1ccccc1)c1ccccc1F
#78 COc1cc(C(=O)Nc2cc(S(=O)(=O)N3CCOCC3)ccc2N2CCOCC2)ccc1OC(F)F
#79 Cc1ccc(S(=O)(=O)Cc2ccc(C(=O)N3CCCCCC3)o2)cc1
#80 CCOc1ccc(N2C(=O)c3ccccc3C2O)cc1 (stereo not drawn)
#81 O=C(NCc1cccs1)c1ccc(Cl)s1
#82 CCOC(=O)C1(Cc2cccc(Cl)c2)CCCN(C(=O)c2ccoc2C)C1 (stereo not drawn)
#83 CCOCCCNC(=O)c1ccc(N2CC3CC(C2)c2cccc(=O)n2C3)c(NC(=O)Nc2cccc(OC)c2)c1 (stereo not drawn)

assay / entry	73	74	75	76	77	78	79	80	81	82	83
FEN1 inh	-4%	-2%	-6%	7%	0%	-8%	-14%	-4%	-16%	-1%	15%
N370S GC mod	-2%	-7%	4%	22%	-14%	·	7%	24%	5%	-11%	-4%
DT40 TDP1 CPT	-12%	12%	-21%	?	?	2%	?	?	?	21µM*	6%
